# AMA1 RON2 block = qHTS for Inhibitors of AMA1-RON; Towards Development of Antimalarial Drug Lead: Primary Screen | Potency, µM (top dose mostly 58.2 µM), without a hit: at the highest dose activity change, negative = inhibition, usual class: inhibitors | 0.2% of 360,000 active | AlphaScreen AMA1-biotinylated RON2 peptide binding | Plasmodium falciparum AMA1 (3D7) - RON2 peptide interaction;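 further: potency means the concentration at half of the fitted maximal effect; 0% = vehicle wells and -100% = peptide control; nearly all actives have a fitted effect of over 45% in size; some results filed as inactive show a strong effect at the top dose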
#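 AMA1 (3D7) with his tag at 25 nM final met compounds first, then biotinylated RON2 peptide at 25 nM; detection used donor plus acceptor beads, 10 µg/mL apiece, read by AlphaScreen after 30 min at room temperature.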
# HCMV inh = qHTS Assay for inhibitors of the human cytomegalovirus (HCMV); activity change, negative = inhibition, % at 57.5 µM; HFF cells, HCMV-luciferase reporter, 72 h; stronger effect = lower value; 4.5% of 410,000 active; AID 1259415, 2018; in the data active means activity change below about -60%; inconclusive means no clear call, values can overlap the other calls; inactive means above about -39%
#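 Screen run at 2 compound doses on HFFs infected with reporter HCMV, MOI 1 PFU/cell. Luciferase activity from cell lysates at 72 h post infection gave inhibition relative to buffer-only and Salinomycin wells.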
# Sm TGR inh = qHTS Assay for the Inhibitors of Schistosoma Mansoni Peroxiredoxins; 3% of 360,000 active; AID 485364, 2010; purified TGR, DTNB reduction, TNB absorbance 405 nm; Potency, µM (highest dose often 114 µM), without a hit: at the highest dose activity change, negative = inhibition, hits mostly inhibitors; further: potency means the concentration at half of the fitted maximal effect; nearly all actives have a fitted effect of over 60% in size
#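 First, TGR (20 nM dispensed) and NADPH were mixed with compound. Second, a 15 min room-temperature incubation followed. Third, further NADPH and then DTNB were added to start the reaction. Finally, TNB absorbance was monitored kinetically.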
# Giardia FBPA inh = qHTS Assay for Inhibitors of Fructose-1,6-bisphosphate Aldolase from Giardia Lamblia; purified Giardia FBPA; 0.71% of 290,000 active; Potency, µM (highest dose often 59.6 µM), without a hit: at the top dose activity, negative = inhibition, hits mostly inhibitors; A8B2U2; further: potency means the concentration at half of the fitted maximal effect; nearly all actives have a fitted effect of over 55% in size
# Target sequence (A8B2U2 whole entry, looked up): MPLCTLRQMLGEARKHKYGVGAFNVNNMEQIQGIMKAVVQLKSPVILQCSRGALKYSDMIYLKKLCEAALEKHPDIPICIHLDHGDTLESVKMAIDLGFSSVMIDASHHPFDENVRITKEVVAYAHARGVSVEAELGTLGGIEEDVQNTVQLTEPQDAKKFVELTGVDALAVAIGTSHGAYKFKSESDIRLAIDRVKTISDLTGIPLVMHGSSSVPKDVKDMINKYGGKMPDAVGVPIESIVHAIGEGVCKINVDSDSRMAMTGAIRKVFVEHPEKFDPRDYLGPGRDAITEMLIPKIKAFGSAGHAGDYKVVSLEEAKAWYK
#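 40 nM FBPA preincubated 10 min at RT with compound (up to 57.5 uM final), then substrate plus GAPDH/TPI/NAD/arsenate coupling and diaphorase/resazurin added. Fluorescence read after 20 min at RT, 525/598 nm.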
# AmpC inh detg = qHTS Inhibitors of AmpC Beta-Lactamase (assay with detergent). AmpC hydrolysis of nitrocefin, absorbance 480 nm, 0.01% Triton. Potency, µM (doses to about 114 µM), inactives show at the top dose activity change, negative = inhibition, hits mostly inhibitors. 0.041% of 370,000 active;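 further: potency means the concentration at half of the fitted maximal effect; 0% = no-compound wells and -100% = no-enzyme wells; nearly all actives have a fitted effect of over 25% in size; some results filed as inactive show a strong effect at the top dose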
# Target sequence (P00811 whole entry, looked up): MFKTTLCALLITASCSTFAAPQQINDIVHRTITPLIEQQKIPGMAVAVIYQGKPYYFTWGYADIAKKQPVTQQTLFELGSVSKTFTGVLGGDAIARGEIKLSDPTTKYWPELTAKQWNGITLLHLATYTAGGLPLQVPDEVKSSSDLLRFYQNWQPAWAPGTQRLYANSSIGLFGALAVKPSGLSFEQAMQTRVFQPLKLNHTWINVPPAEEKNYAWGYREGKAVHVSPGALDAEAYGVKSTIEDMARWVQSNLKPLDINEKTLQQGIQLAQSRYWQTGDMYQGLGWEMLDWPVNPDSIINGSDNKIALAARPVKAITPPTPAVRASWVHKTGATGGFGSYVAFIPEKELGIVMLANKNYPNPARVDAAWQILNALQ
#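 AmpC (5.3 nM in the dispensed reagent) in 20 mM phosphate pH 7.0 with 0.01% (detergent screen) or 0.0001% Triton X-100 was preincubated with compounds for 15 min at room temperature. Nitrocefin was then added from an 800 uM solution, and hydrolysis was followed at 480 nm.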
# HCV inh = qHTS Assay for Inhibitors of Hepatitis C Virus (HCV); Huh7.5.1 HCVcc-Cre infection, luciferase reporter, 44 h; Potency, µM (titrated, usually from 41.8 µM), for the others: at the top dose activity change, negative = inhibition, most hits filed as inhibitors; 3.4% of 340,000 active; further: potency means the concentration at half of the fitted maximal effect
#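 Whole-lifecycle infectious HCVcc-Cre system; cells 1,000/well, compound then virus (~0.5 moi) added 4 h after plating, 44 h culture. Luciferase read 15 sec following 15 min substrate incubation, room temp.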
# Numbers without * were called inactive; u = inconclusive; x = not tested or not shown; & = joins results of further samples; [ ] = another dose, or the depositor's remark. Unless noted, the call rests on the fitted dose curve; in most records, active means well fitted curve in the direction sought with a large enough effect; inconclusive means small, poorly fitted or top-dose-only effect, or another doubt; inactive means no such curve, though single readings can be large; an effect the other way counts as inactive or inconclusive. Unless noted, on the % scale 0 is the no-effect control and ±100 the full control effect. Rows are unselected; about 9.3% have a hit in one of these screens.
Structure,AMA1 RON2 block,HCMV inh,Sm TGR inh,Giardia FBPA inh,AmpC inh detg,HCV inh
Cc1ccc(C)c(OCCC(=O)OCc2csc(CC(=O)Nc3ccccc3C)n2)c1,-13.8%,u,1.6%,x,u,5.1%
O=C(NC1CCCC1)c1cc(-c2ccc(Cl)cc2Cl)on1,2.3%,94.2,-7.5%,x,2.8%,6.6%
CCc1ccc(NC(=O)Cn2c(=O)n(Cc3ccco3)c(=O)c3oc4ccccc4c32)cc1,x,-2.2,7.4%,x,22.5%,x
Cc1nn(Cc2cccc(F)c2)c(C)c1NC(=O)c1ccc(COc2ccccc2Cl)cc1,14.2%,-75.6*,15.7%,-1.9%,3.4%,10µM*
N#Cc1ccccc1OCC(=O)NNC(=O)CCC1CCCC1,82.9%[activator],-23.8,x,x,x,1.6%
CCOC(=O)C1CC(CN2C(=O)c3ccccc3C2=O)OC1=O (stereo not given),-15.7%,-12.4,x,x,x,0.9%
Cc1ccc(S(=O)(=O)Nc2ccccc2C(=O)NCC2CCCO2)cc1 (stereo not given),-4.4%,-33.8,-0.6%,3.0%,1.2%,8.1%
COc1cc(C(=O)Nc2ccc(-c3cc(C(F)(F)F)nn3-c3ccccc3)cc2)cc(OC)c1OC,x,-24.3,-2.6%,x,2.9%,x
CCCCn1c(N)c(N(CC)C(=O)CCc2ccccc2)c(=O)[nH]c1=O,-15.4%,-38.2,-10.8%,0.6%,-12.5%,28.3%
CN(C(=O)CSc1ncnc2sccc12)c1c(N)n(Cc2ccccc2)c(=O)[nH]c1=O,-9.5%,-13.8,4.0%,1.9%,6.2%,0.8%
COc1ccc(NC(=O)c2cc3c([nH]c2=O)CC(c2ccccc2)CC3=O)cc1 (stereo not given),x,40.3,2.2%,x,6.3%,x
c1ccc2[nH]c(SCc3cn4ccccc4n3)nc2c1,-10.3%,-5.4,-8.8%,-10.7%,-8.7%,-12.9%
CCc1ccc(Nc2nc3ccccc3nc2NS(=O)(=O)c2ccccc2)cc1,x,-20.0,10.3%,x,13.7%,x
COc1ccc(CCNC2CC(=O)N(N(C)C)C2=O)cc1OC (stereo not given),-5.4%,-28.1,-5.2%[57.1 µM],-3.7%,-0.2%,14.3%
c1ccc(-c2noc(CSc3nnnn3C3CCCCC3)n2)cc1,-0.6%,0.4,13.6%,-1.3%,7.8%,-1.2%

# Two records drawn at random from the list so far:
Structure,AMA1 RON2 block,HCMV inh,Sm TGR inh,Giardia FBPA inh,AmpC inh detg,HCV inh
Cc1ccc(C)c(OCCC(=O)OCc2csc(CC(=O)Nc3ccccc3C)n2)c1,-13.8%,u,1.6%,x,u,5.1%
CN(C(=O)CSc1ncnc2sccc12)c1c(N)n(Cc2ccccc2)c(=O)[nH]c1=O,-9.5%,-13.8,4.0%,1.9%,6.2%,0.8%

# New compounds follow.
Structure,AMA1 RON2 block,HCMV inh,Sm TGR inh,Giardia FBPA inh,AmpC inh detg,HCV inh
O=C(CSc1nc(-c2ccco2)cc(C(F)(F)F)n1)N1CCSCC1,-10.6%,-33.8,-27.0%,0.0%,4.5%,u
CSCC(=O)NS(=O)(=O)c1ccc(C)cc1,-5.3%,23.7,1.8%,u,8.3%,-7.0%[8.37 µM]
N=c1c[n+](N2CCOCC2)[n-]o1,7.2%,-16.1,22.4µM*,0.2%&-0.8%,-5.6%,16.9%
CCC(C)NS(=O)(=O)c1ccc(NC(=O)c2ccc([N+](=O)[O-])cc2Cl)cc1 (stereo not given),10.9%,u,1.4%,-2.5%,0.5%,-9.4%
O=C(c1cc2ccccc2o1)N1CC=C(c2ccccc2)CC1,-13.5%,5.4,-2.9%,-1.8%,u,13.4%
Cc1ccc(C(=O)NCCc2nnc3ccc(SCC(=O)Nc4c(C)cc(C)cc4C)nn23)cc1,-1.9%,74.8,-13.3%,3.7%,-10.6%,0.4%
O=C(c1ccc(Cl)cc1)C1CCCN(Cc2cccc3cccnc23)C1 (stereo not given),-4.7%,-6.8,8.5%,-0.8%,0.5%,u
Cc1ccc(C)c(Cn2c(=O)n(CC3CCC(C(=O)N4CCOCC4)CC3)c(=O)c3sccc32)c1 (stereo not given),x,-4.9,-7.5%,x,17.7%,x
CCc1cccc(NC(=O)CN2C(=O)NC3(CCCCCCC3)C2=O)c1,-3.6%,40.2,3.6%,2.6%,-1.2%,9.3%
CN(C(=O)c1cn2ccccc2n1)c1c(N)n(Cc2ccccc2)c(=O)[nH]c1=O,66.4%[activator],-17.7,0.7%,x,0.8%,-13.8%
CCC(Sc1ccc2nnc(-c3ccc(OC)c(OC)c3)n2n1)C(=O)O (stereo not given),12.6%,1.7,3.5%,-13.8%,-6.3%,5.5%
COc1ccc(OC)c(NC(=O)CCN2CCN(C/C=C/c3ccccc3)CC2)c1,-7.6%,-13.6,-1.2%,u,u,-28.2%
O=C(c1ccco1)N1CCN(C(=O)c2cnn(-c3cccc(F)c3)c2C2CCNCC2)CC1,-1.9%,-17.2&-0.1,-20.9%&-21.0%,-1.4%,0.8%&11.4%,16.8%
Cc1occc1-c1nnc(SCC(=O)N2CCOCC2)n1CC(C)C,-6.1%,-24.1,0.6%,2.6%,0.9%,29.0%
Cc1ccc(S(=O)(=O)NC(=O)c2cc(C)n(CCCn3ccnc3)c2C)cc1,-12.3%,-2.5,u,-5.5%,u,2.2%
CC(C)NC(=O)N(C)C[C@@H]1Oc2c(NS(=O)(=O)c3ccccc3)cccc2C(=O)N([C@@H](C)CO)C[C@@H]1C,5.4%,-21.3,x,x,x,8.4%
CN(C)S(=O)(=O)c1cccc(NC(=O)c2ccc(N3CCOCC3)c([N+](=O)[O-])c2)c1,15.3%,-70.9*,-0.1%,-9.1%,-7.5%,u
Cc1nc2ccccc2c(=O)n1NC(=O)c1ccc([N+](=O)[O-])cc1,9.8%,-27.8,4.8%,4.7%,2.8%,5.1%
Cc1cc(C)n(S(=O)(=O)c2ccc(Cl)c(Cl)c2Cl)n1,3.6%,13.8,-0.9%,20.8%,0.3%,-11.1%
Cc1[nH]c2ccc(C(=O)NCCCN3CCCCC3)cc2c1C,4.3%,27.3&0.0,19.0%&-1.5%,x,-1.6%&3.8%,10.0%
CC1(c2ccccc2)NC(=O)N(CC(=O)Nc2ccccc2C(=O)NC2CC2)C1=O (stereo not given),25.7%,3.4,-7.3%,x,-2.3%,-2.8%
O=C(NCCc1ccc(Cl)cc1)c1ccc2c(c1)N(Cc1ccccc1F)C(=O)c1ccccc1S2(=O)=O,x,u,-2.6%,x,18.8%,x
O=C(CSC(=S)N1CCCC1)N1CCN(S(=O)(=O)c2cccc(F)c2)CC1,-5.7%,-21.8,4.8%,x,u,-4.1%

# Ordered by molar mass (descending): part of the list above
Structure,AMA1 RON2 block,HCMV inh,Sm TGR inh,Giardia FBPA inh,AmpC inh detg,HCV inh
O=C(c1ccco1)N1CCN(C(=O)c2cnn(-c3cccc(F)c3)c2C2CCNCC2)CC1,-1.9%,-17.2&-0.1,-20.9%&-21.0%,-1.4%,0.8%&11.4%,16.8%
CN(C)S(=O)(=O)c1cccc(NC(=O)c2ccc(N3CCOCC3)c([N+](=O)[O-])c2)c1,15.3%,-70.9*,-0.1%,-9.1%,-7.5%,u
O=C(CSC(=S)N1CCCC1)N1CCN(S(=O)(=O)c2cccc(F)c2)CC1,-5.7%,-21.8,4.8%,x,u,-4.1%
COc1ccc(OC)c(NC(=O)CCN2CCN(C/C=C/c3ccccc3)CC2)c1,-7.6%,-13.6,-1.2%,u,u,-28.2%
CC1(c2ccccc2)NC(=O)N(CC(=O)Nc2ccccc2C(=O)NC2CC2)C1=O (stereo not given),25.7%,3.4,-7.3%,x,-2.3%,-2.8%
CCC(Sc1ccc2nnc(-c3ccc(OC)c(OC)c3)n2n1)C(=O)O (stereo not given),12.6%,1.7,3.5%,-13.8%,-6.3%,5.5%
Cc1occc1-c1nnc(SCC(=O)N2CCOCC2)n1CC(C)C,-6.1%,-24.1,0.6%,2.6%,0.9%,29.0%
Cc1cc(C)n(S(=O)(=O)c2ccc(Cl)c(Cl)c2Cl)n1,3.6%,13.8,-0.9%,20.8%,0.3%,-11.1%
Cc1nc2ccccc2c(=O)n1NC(=O)c1ccc([N+](=O)[O-])cc1,9.8%,-27.8,4.8%,4.7%,2.8%,5.1%
Cc1[nH]c2ccc(C(=O)NCCCN3CCCCC3)cc2c1C,4.3%,27.3&0.0,19.0%&-1.5%,x,-1.6%&3.8%,10.0%
